ULK1 primary = inhibitors of human ULK1 kinase; AID 1259251; actives 1.9% (n = 30,000); AlphaScreen Atg13 phosphorylation by ULK1, luminescence; O75385; inhibition, % at 5.96 µM; in the data active = inhibition above about 43%;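 also: 0% = median of compound wells and 100% = no enzyme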
ASK1 inh = inhibitors of human ASK1 kinase. Q99683. AlphaScreen MKK6 phosphorylation by ASK1, luminescence. inhibition, % at 7.44 µM. actives 0.99% (n = 22,000); in the data active = inhibition above about 35%;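 also: 0% = median of compound wells and 100% = no enzyme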
Target sequence (Q99683 whole entry, looked up): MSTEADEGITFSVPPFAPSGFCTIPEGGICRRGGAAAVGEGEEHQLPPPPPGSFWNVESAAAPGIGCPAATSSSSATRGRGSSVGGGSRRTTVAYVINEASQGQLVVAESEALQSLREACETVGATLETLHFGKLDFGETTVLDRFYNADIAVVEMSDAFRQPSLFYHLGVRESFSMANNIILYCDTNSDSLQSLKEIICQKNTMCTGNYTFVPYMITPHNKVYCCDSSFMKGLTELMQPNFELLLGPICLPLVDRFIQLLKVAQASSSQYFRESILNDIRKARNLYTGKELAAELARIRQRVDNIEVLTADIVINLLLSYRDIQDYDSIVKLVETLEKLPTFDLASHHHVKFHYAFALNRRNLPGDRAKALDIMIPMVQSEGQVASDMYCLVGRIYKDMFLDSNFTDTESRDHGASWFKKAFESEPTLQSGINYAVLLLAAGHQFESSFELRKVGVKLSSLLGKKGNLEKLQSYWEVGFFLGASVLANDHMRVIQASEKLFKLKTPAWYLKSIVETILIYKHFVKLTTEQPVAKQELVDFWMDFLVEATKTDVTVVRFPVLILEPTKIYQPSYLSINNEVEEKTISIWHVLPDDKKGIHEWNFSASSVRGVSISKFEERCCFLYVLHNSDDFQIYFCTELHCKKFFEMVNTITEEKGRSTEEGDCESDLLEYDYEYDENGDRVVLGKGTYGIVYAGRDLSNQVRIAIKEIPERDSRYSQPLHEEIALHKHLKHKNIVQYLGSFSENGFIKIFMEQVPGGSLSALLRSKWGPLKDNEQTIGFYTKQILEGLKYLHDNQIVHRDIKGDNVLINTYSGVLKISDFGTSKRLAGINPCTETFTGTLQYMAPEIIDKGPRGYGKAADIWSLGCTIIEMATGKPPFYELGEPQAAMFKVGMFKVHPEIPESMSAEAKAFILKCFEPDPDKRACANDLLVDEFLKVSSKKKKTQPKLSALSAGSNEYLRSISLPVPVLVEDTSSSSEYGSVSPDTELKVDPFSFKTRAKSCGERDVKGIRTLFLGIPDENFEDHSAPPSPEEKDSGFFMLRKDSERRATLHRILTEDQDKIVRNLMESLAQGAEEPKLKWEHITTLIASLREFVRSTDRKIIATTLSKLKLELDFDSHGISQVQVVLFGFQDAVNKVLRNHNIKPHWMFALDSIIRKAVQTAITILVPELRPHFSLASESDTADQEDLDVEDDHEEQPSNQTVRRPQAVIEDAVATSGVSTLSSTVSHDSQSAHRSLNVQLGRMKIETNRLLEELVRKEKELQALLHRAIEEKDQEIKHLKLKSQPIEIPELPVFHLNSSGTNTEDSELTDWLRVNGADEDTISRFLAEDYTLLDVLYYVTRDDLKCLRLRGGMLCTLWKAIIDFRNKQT
An asterisk follows results filed as active; / = not tested or not shown; & = joins results of further samples.

mol | ULK1 primary | ASK1 inh
C[C@H]1C[C@@H]2[C@H]([C@@H](O)C[C@@]3(C)[C@H]2CC[C@]3(O)C(=O)CO)[C@@]2(C)C=CC(=O)C=C12 | 1.6 | /
O=C(Nc1ccc(N2CCOCC2)cc1)c1cc(NCCCN2CCCC2=O)nc2ccccc12 | 51.5* | -9.5
CCN(CC)C(=O)C1CCCN(c2nc(Nc3ccccc3)c3cc(OC)c(OC)cc3n2)C1 (configuration not stated) | 22.8 | -25.1
Cn1c(C2COc3ccccc3O2)nc2ccc(-c3ncnc4[nH]ccc34)cc21 (configuration not stated) | -34.8 | 4.6
C=CCNc1cc(-c2cccnc2)nc(-c2ccccc2)n1 | -12.6 | /
COc1ccc(CCNc2ncnc3c2nc(-c2cccc(C(C)=O)c2)n3C(C)C)cc1 | -1.4 | 0.2
O=C(O)CCC(=O)N(C1CC1)C1CCN(CCc2ccccc2)CC1 | 6.0 | /
CCN(CC)c1nc(NCCOc2ccccc2)nc(Nc2nccc3ccccc23)n1 | 2.9 | -8.8
COc1cc2nc(-c3cccc(N)c3)nc(N)c2cc1OC | -8.7 | -15.0
O=c1ccc(-c2ccc(F)cc2)cn1Cc1ccc(F)cc1F | -9.0 | /
COc1ccc(CCNc2nc(Nc3ccc(N4CCOCC4)cc3)ncc2C)cc1 | 27.3 | 40.4*
COc1nc(NCCCN2CCCC2=O)nc(-c2cccc(N)c2)n1 | 1.9 | -6.5
CC(C)Cn1c2c(c(O)c(C(=O)Nc3ccncc3)c1=O)CCCC2 | 11.5 | /
Cc1nc(NCCCN2CCOCC2)cc(-c2ccccn2)n1 | -6.8 | /
COc1ccc(CCNc2nc(N3CCc4ccccc4C3)nc3c2ncn3C2CCCCC2)cc1 | 12.9 | 18.2
COCCn1c(NCCO)nc2c1c(=O)[nH]c(=O)n2C | 3.5 | /
CCC12CCCN3CCc4c(n(c5ccccc45)C(=O)C1)C32 (configuration not stated) | 11.4 | /
Nc1nc(NCCN2CCOCC2)cc(N2CCN(c3ccccn3)CC2)n1 | 0.7 | -4.0
Cc1nc(NC2CC2)cc(-c2cncc(-c3ccccc3)c2)n1 | 2.4 | /
c1ccc(CN2CCC(Nc3ccnc(-c4ccc(N5CCOCC5)nc4)n3)CC2)cc1 | -20.0 | 0.9
CS(=O)(=O)c1ccc2c(c1)NC(=O)[C@H](Cc1ccccc1)N2C(=O)C1CCCCC1 | -4.7 | /
O=C(Nc1ccc2[nH]ncc2c1)C1CCCN(C(=O)C(O)c2ccc(Cl)cc2)C1 (configuration not stated) | 11.9&9.1 | -4.1&-9.7
CC(C)N(CCNC(=O)c1cccc(NCc2cccnc2)n1)C(C)C | 0.5 | -5.4
CC(C)n1c(N2CCC(N3CCOCC3)CC2)nc2c(Nc3ccc4c(c3)OCO4)ncnc21 | -21.0 | -0.7
COc1ccc2c(c1)CC(C(=O)Nc1ccc(-c3cn[nH]c3)cc1OCCO)CO2 (configuration not stated) | 6.4 | 16.5
COc1cc(Nc2cc(C)nc(N3CCc4ccccc4C3)n2)cc(OC)c1OC | -2.5 | 28.8
CCCn1cc(NC(=O)C2CC(c3ccccc3N)=NO2)cn1 (configuration not stated) | 4.9 | 2.5
CC(=O)Nc1ccc(Nc2nc(-c3ccc(C(=O)N4CCN(C)CC4)cc3)nc3c2ncn3-c2ccccc2)cc1 | -13.6 | 5.1
COc1ccc(-c2ncc(C)c(NCCc3ccc(O)cc3)n2)cc1 | 6.1 | 7.6
Cc1noc(C)c1-c1cc(C(=O)NCCc2ccc(O)cc2)ccn1 | 1.9 | 5.0
O=C(Nc1ccccc1)c1cc(N2CCOCC2)nc2ccccc12 | -2.5 | 0.8
CC(C)N(CCNC(=O)c1csc(NCCN2CCOCC2)n1)C(C)C | 5.4 | 0.7
c1cc2cc(NC3CCNC3)ccc2cn1 (configuration not stated) | 33.7 | -7.3
COc1ccc(-c2cnc(NCCCN3CCOCC3)nc2)cc1 | -9.5 | /
O=C(NC1CC1)c1ccnc(N2CCOCC2)c1 | -0.6 | -17.5
O=C1CCCN1CCn1cnc2c(NCc3nc4ccccc4[nH]3)nc(N3CCOCC3)nc21 | 0.8 | -14.2
CCS(=O)(=O)Nc1ccc(-c2ccnc(Nc3ccc(S(N)(=O)=O)cc3)n2)cc1 | 60.0* | -7.8
OCC(CO)N[C@H]1C[C@](O)(CO)[C@@H](O)[C@H](O)[C@H]1O | -1.5 | /
CC(=O)OCC(=O)[C@@]12OC(C)(C)O[C@@H]1C[C@H]1[C@@H]3C[C@H](F)C4=CC(=O)C=C[C@]4(C)[C@@]3(F)[C@@H](O)C[C@@]12C | 8.1 | /
CN1CCN(C(=O)c2ccc(-c3nc(NCCO)c4ncn(C5CCCCC5)c4n3)cc2)CC1 | -12.9 | -17.0
c1ccc(CNc2cc(-c3csc4ccccc34)ncn2)cc1 | -11.1 | -14.8
O=C(NC1CC1)c1csc(N2CCC(N3CCOCC3)CC2)n1 | 5.1 | -6.6
O=C(NCc1nc2ccccc2[nH]1)c1cccc(Nc2ccc3ncccc3c2)c1 | 1.2 | -0.5
COc1cc(Nc2nc(N3CCC(N4CCOCC4)CC3)nc3c2ncn3Cc2ccc(C(F)(F)F)cc2)cc(OC)c1OC | -43.7 | 28.3
O=C(NC(=S)NNC(=O)c1ccccc1O)c1ccco1 | -6.6 | /
Cc1cnc(Nc2ccccc2)nc1NCCN(C(C)C)C(C)C | 6.3 | 9.9
O=C(Nc1ccccc1)c1cnc(Nc2cnccn2)s1 | 1.8 | -14.4
COc1cc(Nc2cc(C)nc(Nc3ccc(N4CCOCC4)cc3)n2)cc(OC)c1OC | -19.6 | 16.9
Cc1cnc(NCCN2CCOCC2)nc1NCCc1ccc(O)cc1 | -1.9 | -18.0
Cn1c(-c2cccc([N+](=O)[O-])c2)cnc1NC(=O)c1ccccc1 | 21.8 | /
COc1ccc(CCNc2nc(N3CCN(c4ccccn4)CC3)nc3c2ncn3C2CCCCC2)cc1 | -5.7 | 27.7
COc1cc(Nc2nc(Nc3nc4ccccc4n3C)nc3c2ncn3CCN2CCCC2=O)cc(OC)c1OC | 5.3 | 8.2
C=CCn1c(NCc2ccc(Cl)cc2)cc(=O)n(C)c1=O | 4.0 | /
Cc1noc(C)c1-c1nc2c(Nc3ccc(N4CCOCC4)cc3)ncnc2n1C(C)C | 9.6 | -3.2
CC12CCC(C(S(=O)(=O)O)C1=O)C2(C)C (configuration not stated) | 3.5 | /
COCCn1c(C)cc(O)c(C(c2ccccn2)N2CCN(C)CC2)c1=O (configuration not stated) | -5.6 | /
O=C(NCCN1CCOCC1)C1CCN(c2ccc(NC3CCN(Cc4ccccc4)CC3)nn2)CC1 | 13.7 | -10.8
COc1ccc(-c2nc(NCCN3CCOCC3)c3ncn(-c4ccccc4)c3n2)cc1 | -32.4 | -1.5
CC(C)(O)C(=O)NN(C(=O)c1ccc(F)cc1)c1ccccc1 | -1.1 | /
CC(C)N(CCNC(=O)c1cccc(NCc2ccc3c(c2)OCO3)n1)C(C)C | 20.1 | 9.9

The results go on.
mol | ULK1 primary | ASK1 inh
Cc1cc(NC2CCN(Cc3ccccc3)CC2)nc(N2CCN(c3ccccn3)CC2)n1 | -0.7 | 4.9
COc1ccc(CCNc2nc(Nc3cc(OC)c(OC)c(OC)c3)nc3c2ncn3Cc2ccc(C(F)(F)F)cc2)cc1 | -3.5 | 11.1
CC(=O)Nc1ccc(NC(=O)Cc2cn(-c3ccc(N4CCN(Cc5ccc6c(c5)OCO6)CC4)nn3)c3ccccc23)cc1 | 6.3 | 11.7
O=C(NCCCN1CCCC1=O)c1ccc2nc(NCc3cccnc3)sc2c1 | 5.6 | 0.0
Cc1noc(C)c1-c1nc2c(NCc3nc4ccccc4[nH]3)ncnc2n1C(C)C | 3.2 | -10.9
OCCNc1nc(Nc2ccncn2)nc2c1ncn2-c1ccccc1 | 16.9 | -0.2
Cc1cnc(Nc2ccncc2)nc1NCCCN1CCCC1=O | 6.0 | -21.5
CN1CCN(C(=O)c2ccc(-c3nc(Nc4ccccc4)c4ncn(Cc5ccc(C(F)(F)F)cc5)c4n3)cc2)CC1 | -21.9 | 0.0
COc1ccc(CCNc2ncnc3c2nc(Nc2ccncc2)n3C(C)C)cc1 | -1.4 | -0.7
COc1cc(Nc2nc(Nc3cccnc3)nc3c2ncn3-c2ccsc2)cc(OC)c1OC | 5.3 | 3.3
CN(C)c1cccc(Nc2ccc(-n3cc(CC(=O)Nc4ccc5c(c4)OCO5)c4ccccc43)nn2)c1 | 20.6 | 43.2*
CCCNc1nc(N2CCN(Cc3ccc4c(c3)OCO4)CC2)ncc1C | -11.1 | -10.0
O=C(NCCc1ccc(O)cc1)c1ccnc(Nc2ccc(-n3ccnc3)cc2)c1 | 0.6 | 17.2
NS(=O)(=O)c1cccc(Nc2nccc(-c3ccccc3)n2)c1 | -5.6 | 16.6
COc1ccc(CCNc2nc(Nc3nccc4ccccc34)nc3c2ncn3-c2ccsc2)cc1 | 6.9 | -7.5
COc1ccc(CCNC(=O)c2ccnc(-c3cccc(N)c3)c2)cc1 | 2.1 | -14.7
Clc1ccc2c(c1)C(N1CCNCC1)=Nc1ccccc1O2 | -8.6 | /
O=C(Nc1ccc2[nH]ncc2c1)C1CCN(C(=O)c2cccnc2)C1 (configuration not stated) | 9.2 | -16.0
CC(=O)Nc1ccc(S(=O)(=O)NCC(=O)NCC(=O)O)cc1 | 2.1 | /
Cn1ccc2cc(-c3cc(C(=O)NC4CCN(Cc5ccccc5)CC4)ccn3)ccc21 | 17.3 | -3.8
OCCNc1nc(Nc2ccncn2)nc2nc[nH]c12 | -0.5 | 0.1
NC(C(=O)N1CCC(Oc2ccc3cnccc3c2)CC1)c1ccc(Br)cc1 (configuration not stated) | -2.5 | -9.5
CC(C)n1c(N2CCN(c3ccccn3)CC2)nc2c(N)ncnc21 | 5.3 | 1.7
NC(=O)c1ccc(-c2ccc(C(=O)NCCO)s2)cc1 | 2.7 | -8.2
O=C(NCc1ccccc1)C1CCN(c2ccc(Nc3ccc(N4CCOCC4)cc3)nn2)CC1 | 7.9 | -5.2
COc1cc2cc(C(N)=O)c(N)nc2cc1OC | 8.8 | /
CCCNc1cc(NCc2ccc3c(c2)OCO3)ncn1 | 5.7 | -5.6
COc1ccc2c(c1)CC(C(=O)Nc1ccc(-c3cn[nH]c3)cc1OCCN1CCCC1)CC2 (configuration not stated) | -0.6 | 2.7
O=c1[nH]c(C2=Cc3ccccc3OC2)nc2ccc(-c3cn[nH]c3)cc12 | -5.0 | -0.8
CCN(CC)c1nc(NCCOc2ccccc2)nc(N2CCC(N3CCOCC3)CC2)n1 | -20.9 | 1.7
O=C(NCc1cccnc1)c1cnc(Nc2nccc3ccccc23)s1 | 3.0 | 1.9
CC(C)N(CCNC(=O)c1csc(Nc2nccc3ccccc23)n1)C(C)C | -11.2 | -21.6
O=C1CCCN1CCn1cnc2c(NCCO)nc(-c3csc4ccccc34)nc21 | -0.5 | 3.0
CCCCC(CC(O)COCCC)C(=O)NNC(=S)Nc1ccccc1 (configuration not stated) | -2.3 | /
CCN(CC)C(=O)c1sc(NC(=O)COc2ccccc2C)c(C#N)c1C | 9.0 | /
Cc1noc(C)c1-c1cncc(C(=O)Nc2ccc(N3CCOCC3)cc2)c1 | 5.2 | 2.6
CC(C)n1cnc2c(NCc3cccc(C(F)(F)F)c3)nc(NCCCN3CCCC3=O)nc21 | -2.8 | 7.5
CCCNC(=O)c1cnc(-c2cccc(C(C)=O)c2)s1 | -1.6 | -26.7
O=C(NC1CCN(Cc2ccccc2)CC1)C1CCN(c2ccc(Nc3ccc(N4CCOCC4)cc3)nn2)CC1 | -8.2 | -9.4
Cc1cnc(CNc2ncc(-c3ccc(Cl)cc3)cn2)cn1 | 3.3 | /

Record cards, as listed above:
CC(C)N(CCNC(=O)c1csc(Nc2nccc3ccccc23)n1)C(C)C across the screens: ULK1 primary = -11.2; ASK1 inh = -21.6
Cc1cnc(CNc2ncc(-c3ccc(Cl)cc3)cn2)cn1 across the screens: ULK1 primary = 3.3; ASK1 inh = /

Continuation.
mol | ULK1 primary | ASK1 inh
COc1cccc(CNC(=O)Nc2ccc(-c3ccnc(N)n3)cc2)c1 | -8.9 | -20.7
COc1ccc(-c2nc(NC3CC3)c3[nH]cnc3n2)cn1 | 6.3 | -1.9
COc1cc(Nc2nc(N3CCc4ccccc4C3)nc3c2ncn3-c2ccccc2)cc(OC)c1OC | -0.9 | 38.8*
O=C(O)c1ccccc1Nc1ccccn1 | 11.5 | /
CCCNc1nc(Nc2nccc3ccccc23)nc2c1ncn2CCN1CCCC1=O | 4.5 | 3.6
COc1cc2nc(-c3ccccc3)nc(NC3CCN(Cc4ccccc4)CC3)c2cc1OC | 0.4 | -3.2
CC(C)n1cnc2c(N)nc(Nc3ccc(C(F)(F)F)cc3)nc21 | 17.2 | 4.4
O=C(NC1CC1)c1ccc(-c2ccc(C(=O)NCCCN3CCCC3=O)s2)cc1 | 4.0 | -9.0
NC(=O)c1ccc(-c2nccc(NCCc3ccc(O)cc3)n2)cc1 | -8.2 | -12.9
COc1ccc(CCNC(=O)c2cccc(-c3ccc(OC)nc3)n2)cc1 | -13.5 | -23.3
COC(=O)[C@@H](N)Cc1ccc(O)c(O)c1 | 14.2 | /
COc1ccc(-c2cccc(C(=O)Nc3ccc(Oc4ccccc4)cc3)n2)cn1 | 0.9 | 2.9

Assay outcomes deposited in PubChem by The Scripps Research Institute Molecular Screening Center.
